Source: PubChem BioAssay
AmpC inh detg = blocks E. coli AmpC beta-lactamase in detergent assay; P00811; AmpC hydrolysis of nitrocefin, absorbance 480 nm, 0.01% Triton; Potency, µM (doses to about 114 µM), without a hit: at the top dose activity change, negative = inhibition, hits mostly inhibitors; actives 0.041% (n = 370,000); AID 485294;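 also: potency is read from the fitted curve at half-maximal effect; 0% = no-compound wells and -100% = no-enzyme wells; nearly all actives have a fitted effect of over 25% in size; some results filed as inactive show a strong effect at the top dose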
Target sequence (P00811 whole entry, looked up): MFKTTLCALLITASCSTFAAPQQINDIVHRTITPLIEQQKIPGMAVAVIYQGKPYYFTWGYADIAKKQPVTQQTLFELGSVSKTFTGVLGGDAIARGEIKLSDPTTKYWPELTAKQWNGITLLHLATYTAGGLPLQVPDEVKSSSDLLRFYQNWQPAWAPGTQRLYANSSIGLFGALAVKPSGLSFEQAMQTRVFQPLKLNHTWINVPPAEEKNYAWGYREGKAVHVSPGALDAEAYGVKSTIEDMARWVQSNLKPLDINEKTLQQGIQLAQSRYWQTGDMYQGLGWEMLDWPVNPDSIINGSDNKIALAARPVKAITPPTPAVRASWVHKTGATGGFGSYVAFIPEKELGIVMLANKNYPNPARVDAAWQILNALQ
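AmpC (5.3 nM in the dispensed reagent) in 20 mM phosphate pH 7.0 with 0.01% (detergent screen) or 0.0001% Triton X-100 was preincubated with compounds for 15 min at room temperature. Nitrocefin was then added from an 800 uM solution, and hydrolysis was followed at 480 nm.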
Giardia FBPA inh = Giardia lamblia aldolase inhibition; purified Giardia FBPA; A8B2U2; Potency, µM (top dose mostly 59.6 µM), inactives show at the top dose activity, negative = inhibition, usual class: inhibitors; actives 0.71% (n = 290,000); also: potency is read from the fitted curve at half-maximal effect; nearly all actives have a fitted effect of over 55% in size
Target sequence (A8B2U2 whole entry, looked up): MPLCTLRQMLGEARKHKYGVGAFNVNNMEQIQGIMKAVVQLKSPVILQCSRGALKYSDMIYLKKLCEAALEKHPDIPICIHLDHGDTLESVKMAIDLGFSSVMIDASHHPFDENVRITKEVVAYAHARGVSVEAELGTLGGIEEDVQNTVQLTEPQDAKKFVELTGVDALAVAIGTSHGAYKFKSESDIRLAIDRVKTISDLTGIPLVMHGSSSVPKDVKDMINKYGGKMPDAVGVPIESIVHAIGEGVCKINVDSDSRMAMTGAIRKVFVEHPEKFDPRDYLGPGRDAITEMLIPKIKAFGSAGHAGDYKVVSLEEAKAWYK
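Giardia FBPA (40 nM reagent) was preincubated 10 min at RT with compound (up to 57.5 uM final), then substrate plus GAPDH/TPI/NAD/arsenate coupling system with diaphorase/resazurin was added; resorufin fluorescence (525/598 nm) was read after 20 min.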
HCV inhibitor = inhibitors of hepatitis C virus infection. Huh7.5.1 HCVcc-Cre infection, luciferase reporter, 44 h. Potency, µM (series often up to 41.8 µM), without a hit: top-dose activity change, negative = inhibition, most hits filed as inhibitors. actives 3.4% (n = 340,000). AID 651820; also: potency is read from the fitted curve at half-maximal effect
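1,000 cells/well; 4 h culture; + compound; + HCVcc-Cre (~0.5 moi); 44 h; luciferase substrate, RT 15 min; read 15 sec.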
AMA1 RON2 block = disrupts binding of P. falciparum AMA1 to RON2; AlphaScreen AMA1-biotinylated RON2 peptide binding; Potency, µM (highest dose often 58.2 µM), for the others: top-dose activity change, negative = inhibition, hits mostly inhibitors; actives 0.2% (n = 360,000);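 also: potency is read from the fitted curve at half-maximal effect; 0% = vehicle wells and -100% = peptide control; nearly all actives have a fitted effect of over 45% in size; some results filed as inactive show a strong effect at the top dose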
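AMA1 (3D7) with his tag at 25 nM final met compounds first, then biotinylated RON2 peptide at 25 nM; detection used donor plus acceptor beads, 10 µg/mL apiece, read by AlphaScreen after 30 min at room temperature.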
HCMV antiviral = blocks human cytomegalovirus replication. HFF cells, HCMV-luciferase reporter, 72 h; hits give low values. activity change, negative = inhibition, % at 57.5 µM. actives 4.5% (n = 410,000); in the data active = activity change below about -60%; inconclusive = no clear call, values can overlap the other calls; inactive = above about -39%
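Cell-based, HFFs, 1000 cells/well, 16 h 37C; cpds in DMSO + HCMV-luc, MOI 1 PFU/cell; 72 h 37C; OneGlo luminescence after 5 min RT; norm. to buffer vs Salinomycin 10uM.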
Sm TGR inh = inhibitors of Schistosoma mansoni thioredoxin glutathione reductase | AID 485364 | Q962Y6 | Potency, µM (titrated, usually from 114 µM), for inactives: top-dose activity change, negative = inhibition, actives largely listed as inhibitors | purified TGR, DTNB reduction, TNB absorbance 405 nm | actives 3% (n = 360,000); also: potency is read from the fitted curve at half-maximal effect; nearly all actives have a fitted effect of over 60% in size
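Kinetic colorimetric format: TGR-catalysed, NADPH-driven DTNB reduction monitored via TNB absorbance. Enzyme dispensed at 20 nM; compound exposure 15 min at room temperature before reaction start.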
An asterisk follows results filed as active; ? = inconclusive; nt = not tested or not shown; [ ] = dose if it differs, or a comment. Unless noted, calls follow the shape of the dose curve; as a rule, active = well fitted curve in the direction sought with a large enough effect; inconclusive = small, poorly fitted or top-dose-only effect, or another doubt; inactive = no such curve, though single readings can be large; an effect the other way counts as inactive or inconclusive. Unless noted, % is scaled to controls: 0 for no effect and ±100 for the full control effect.

Order of values – AmpC inh detg, Giardia FBPA inh, HCV inhibitor, AMA1 RON2 block, HCMV antiviral, Sm TGR inh
[1] CCOC(=O)c1c(N)n[nH]c1-c1ccc(OC)cc1
  -6%, -1%, -27%, 8%, -2, 3%
[2] c1ccc(CCc2ccccc2-c2nc(-c3cccnc3)no2)cc1
  -1%, 24%, 7.1µM*, 134%[activator], -22, 9%
[3] CN(Cc1ccon1)C(=O)CC1C(=O)NCCN1Cc1ccccc1C(F)(F)F (configuration not stated)
  ?, ?, 6%, 1%, -1, ?
[4] Cc1ccc(CSc2nnc(-c3ccc(S(=O)(=O)N4CCCC4)cc3)o2)cc1
  -4%, 2%, -7%, -4%, 0, 17%
[5] COc1ccccc1N(CN1C(=O)c2ccccc2C1=O)C(=O)c1cccnc1
  -10%, 2%, 12%, 2%, -18, 3%
[6] CCCC[C@H]1C2=C3[C@@H](CC(C(=O)OC)=C[C@@H](C(=O)OC)[C@H]3C(C)(C)C2=O)n2c(=O)n(-c3ccccc3)c(=O)n21
  nt, -7%, -27%, -4%, 6, nt
[7] COCCOC(=O)c1c(N)n(CCCN2CCOCC2)c2nc3ccccc3nc12
  -2%, -27%, 5%, 13%, -4, -15%
[8] CCC(CC)C(=O)Nc1c2cnn(-c3ccccc3)c2nc(=O)n1-c1ccccc1
  6%, 1%, 12%, -26%, 56, -29%
[9] CCn1nc(C)c(CNC(=O)c2ccc(OC3CCN(Cc4ccccn4)CC3)cc2)c1C
  -8%, nt, 1µM*, 26%, -91*, 0%
[10] Cc1ccc(CN2CCN(Cc3ccc(O)cc3)CC2CCO)o1 (configuration not stated)
  -2%, -5%, 0%, -4%, -3, 1%
[11] COc1ccc(N2C(=O)c3ccccc3C2O)cc1 (configuration not stated)
  -14%, 10%, 1%, -12%, 26, -9%
[12] c1ccc(-c2nnc3n2-c2ccccc2SC3)cc1
  6%, 9%, 4%, -17%, 7, 4%
[13] COc1ccc(N(CC(=O)NCC2CCCO2)S(=O)(=O)c2c(C)noc2C)cc1 (configuration not stated)
  -2%, 2%, 9%, 1%, -16, 6%
[14] c1ccn2cc(CSc3nnc4ccccn34)nc2c1
  2%, -1%, 8%, 3%, 128, 0%[11.4 µM]
[15] O=C1C(=O)N(C2CCN(S(=O)(=O)c3ccc(F)cc3)CC2)CCN1Cc1ccccc1
  3%, nt, nt, nt, 11, 9%
[16] C=CCONC(=O)c1cc(OCC(F)(F)F)ccc1OCC(F)(F)F
  -17%, 4%, -5%, -4%, 46, 6%
[17] Cc1nnc(N(C)C(=O)c2ccncc2)s1
  -5%, 2%, -5%, 2%, 0, nt
[18] CCOc1cccc2cc(-c3csc(NC(=O)CCC(=O)NCCN4CCCCC4C)n3)c(=O)oc12 (configuration not stated)
  9%, -4%, ?, -7%, 36, 2%
[19] COc1ccc(CC(=O)NCc2ccccn2)cc1OC
  ?, 0%, 17%, 123%[activator], 4, 5%
[20] Cc1cc(C)nc(N2CCC(C(=O)NC3CC3)CC2)n1
  2%, 1%, -2%, -1%, 52, 5%
[21] COc1ccc(S(=O)(=O)Cc2ccc(C(=O)NC(C)C)o2)cc1
  ?, 2%, 13%, -13%, 17, -31%
[22] N#Cc1nc(COc2ccccc2Cl)oc1N1CCCCCC1
  0%, 2%, 0%, -16%, -26, -15%
[23] CCc1nnc(NC(=O)c2ccc3ncsc3c2)s1
  -2%, 1%, 3%, 6%, 0, 1%
[24] N#Cc1ccc(CN2CCN(C(=O)c3cccc(S(=O)(=O)N4CCCCCC4)c3)CC2)cc1
  -6%, nt, ?, -5%, -26, -20%
[25] CN1c2ccccc2Oc2nnc(Cl)cc21
  -2%, -2%, -1%, 2%, -12, nt
[26] O=C(Nc1ccccc1)Nc1nnc(-c2ccccc2)o1
  -9%, -4%, -2%, 5%, 7, 1%
[27] Cc1ccc(CCNc2nc3ccccc3c3nc(-c4ccccc4)nn23)cc1
  21%, nt, nt, nt, 15, 6%
[28] COc1cc(NC(=S)N2CCCC2)cc(OC)c1
  -7%, nt, 7%, 0%, -32, 0%
[29] CN(C)/C=C/c1[nH]c(=O)[nH]c(=O)c1[N+](=O)[O-]
  2%, -15%, 18%, -3%, 8, -9%
[30] O=C(CC1Sc2ccccc2NC1=O)Nc1cccc(C(F)(F)F)c1 (configuration not stated)
  -5%, nt, nt, nt, -31, 14%
[31] Cc1cc(F)ccc1S(=O)(=O)Nc1ccccc1C(=O)Nc1ccc2[nH]c(=O)[nH]c2c1
  -2%, -7%, -3%, -4%, 38, -13%
[32] CC(=O)N1CCN(CC(O)COc2ccc(S(=O)(=O)N3CCOCC3)cc2)CC1 (configuration not stated)
  9%, nt, 15%, 5%, 37, -25%
[33] CC(C)c1ccc(/C=N/NC(=O)C2CCCC2)cc1
  -11%, -5%, -13%, -20%, 94, -7%
[34] COc1ccc(CNC(=O)CN2C(=O)NC(c3ccccc3)(c3ccccc3)C2=O)cc1OC
  nt, nt, -25%, -7%[11.6 µM], -17, nt
[35] CS(=O)(=O)c1ccc(C(=O)N2CCC(C(=O)O)(c3ccccc3)CC2)cc1
  -8%, -3%, 17%, 14%, -10, -10%
[36] CCc1nc2ccccc2n1CC(C)C(=O)O (configuration not stated)
  -15%, -14%, -2%, 0%, -18, -6%
[37] N=c1n(CCN2CCCCC2)c2ccccc2n1CC(O)COc1ccc(Cl)cc1Cl (configuration not stated)
  4%, nt, nt, nt, -99*, 20%
[38] Fc1ccc(-c2cc(C(F)(F)F)nc(N3CCCCC3)n2)cc1
  2%, -1%, ?, 33%[activator], 11, 0%
[39] COc1ccc(CNC(=O)C(=O)NCC2OCCN2S(=O)(=O)c2ccc(OC)cc2)cc1 (configuration not stated)
  nt, nt, -20%, -14%, 17, nt
[40] O=C(CSc1nc(-c2ccco2)nc2cc(=O)[nH]n12)Nc1ccccc1Cl
  2%, nt, nt, nt, -22, ?

#41 Cc1cccc(C)c1NC(=O)COc1ccccc1C(=O)Nc1ccc(Br)cn1
#42 Cc1cnc(NC(=O)c2cc(S(=O)(=O)N(C)C)ccc2N2CCCC2)s1
#43 COc1ccc(-c2nc3c(c(SCC(=O)N4CCCCC4)n2)Cc2cc(Cl)ccc2O3)cc1
#44 CCOc1ccc(N(CC(=O)N2CCCC2)S(=O)(=O)c2c(C)noc2C)cc1
#45 Cc1cc2oc(=O)cc(-c3cc4ccccc4o3)c2cc1O

assay / compound	41	42	43	44	45
AmpC inh detg	5%	nt	6%	-1%	-13%
Giardia FBPA inh	1%	nt	nt	7%	-9%
HCV inhibitor	3%	?	nt	12%	?
AMA1 RON2 block	24%	0%	nt	2%	-28%
HCMV antiviral	-65*	?	16	13	-37
Sm TGR inh	2%	nt	1%	-1%	-29%

Part of the list above, set out differently:
| # | canonical_smiles | AmpC inh detg | Giardia FBPA inh | HCV inhibitor | AMA1 RON2 block | HCMV antiviral | Sm TGR inh |
| --- | --- | --- | --- | --- | --- | --- | --- |
| 42 | Cc1cnc(NC(=O)c2cc(S(=O)(=O)N(C)C)ccc2N2CCCC2)s1 | nt | nt | ? | 0% | ? | nt |
| 43 | COc1ccc(-c2nc3c(c(SCC(=O)N4CCCCC4)n2)Cc2cc(Cl)ccc2O3)cc1 | 6% | nt | nt | nt | 16 | 1% |

Following part
#46 NC(=O)Cc1cn(-c2ncc(C(F)(F)F)cc2Cl)c2ccccc12
#47 CCCCNC(=O)c1cc(-c2ccc(OC)cc2)nc2n[nH]c(-c3cccc([N+](=O)[O-])c3)c12
#48 CCOc1ccc(CCNC(=O)c2cc3sc(Cl)cc3n2C)cc1OCC
#49 C=CCn1cc(C=C2C(=O)NC(=O)NC2=O)c2ccccc21
#50 COc1cc(NC(=O)c2cc(-c3ccco3)on2)c(OC)cc1Cl

assay / compound	46	47	48	49	50
AmpC inh detg	-4%	6%	-3%	-6%	-19%
Giardia FBPA inh	1%	nt	-5%	-2%	9%
HCV inhibitor	?	nt	7.1µM*	-4%	-9%
AMA1 RON2 block	9%	nt	-15%	-1%	-6%
HCMV antiviral	63	?	-10	45	27
Sm TGR inh	-6%	0%	4%	?	0%

#51 CN1CCN(CCC(=O)N/N=C/C=C2\N(C)c3ccccc3C2(C)C)CC1
#52 CC1Cc2cc(S(=O)(=O)NCc3ccccc3Cl)ccc2N1C(=O)C1CCC1 (configuration not stated)
#53 CC(C)(C)C(=O)Cn1c(NCCO)nc2ccccc21
#54 CC(C)Cn1cnc2c(SCCc3ccccc3)nc(N)nc21
#55 Cc1c(NC(=O)CN2C(=O)NC3(CCCCC3C)C2=O)cccc1[N+](=O)[O-] (configuration not stated)

assay / compound	51	52	53	54	55
AmpC inh detg	1%	-5%	-10%	nt	?
Giardia FBPA inh	-7%	nt	-4%	nt	nt
HCV inhibitor	5%	nt	7%	?	3%
AMA1 RON2 block	3%	nt	11%	0%	22%
HCMV antiviral	-28	?	-9	18	-25
Sm TGR inh	9%	1%	-23%	nt	-2%

The closing 5 compounds of the section before open the next one:
#51 CN1CCN(CCC(=O)N/N=C/C=C2\N(C)c3ccccc3C2(C)C)CC1
#52 CC1Cc2cc(S(=O)(=O)NCc3ccccc3Cl)ccc2N1C(=O)C1CCC1 (configuration not stated)
#53 CC(C)(C)C(=O)Cn1c(NCCO)nc2ccccc21
#54 CC(C)Cn1cnc2c(SCCc3ccccc3)nc(N)nc21
#55 Cc1c(NC(=O)CN2C(=O)NC3(CCCCC3C)C2=O)cccc1[N+](=O)[O-] (configuration not stated)
#56 O=C1CC(Sc2nnnn2-c2ccccc2)C(=O)N1c1cccc(Cl)c1 (configuration not stated)
#57 CCCCN(C(=O)c1cnc2n(c1=O)CCS2)c1ccccc1
#58 CCn1c(=O)c(C(=O)CN2CCCc3ccccc32)c(N)n(Cc2ccccc2)c1=O
#59 COc1ccc(C2C(C(=O)c3ccc(C)o3)=C(O)C(=O)N2Cc2cccnc2)cc1OC (configuration not stated)
#60 CCS(=O)(=O)N1CCC(C(=O)Nc2cccc(C(C)=O)c2)CC1

assay / compound	51	52	53	54	55	56	57	58	59	60
AmpC inh detg	1%	-5%	-10%	nt	?	-2%	?	-19%	?	-3%
Giardia FBPA inh	-7%	nt	-4%	nt	nt	-26%	-2%	-26%	-1%	0%
HCV inhibitor	5%	nt	7%	?	3%	?	8%	?	-2%	1%
AMA1 RON2 block	3%	nt	11%	0%	22%	3%	-1%	7%	-11%	-1%
HCMV antiviral	-28	?	-9	18	-25	-62*	5	-88*	96	8
Sm TGR inh	9%	1%	-23%	nt	-2%	2.8µM*	0%	-23%	1%	2%

#61 CCOc1ccc(NC(=S)NNc2ccnc3cc(Cl)ccc23)cc1
#62 Cc1cc(N2CCOCC2)n2cc(-c3ccccc3)nc2n1
#63 CN(C)Cc1cc(C(C)(C)c2ccccc2)ccc1O
#64 O=c1c2c(nc3n1CCCCC3)sc1c(O)c(Br)ccc12

assay / compound	61	62	63	64
AmpC inh detg	4%	-2%	nt	-6%
Giardia FBPA inh	-6%	0%	nt	-19%
HCV inhibitor	3.2µM*	?	-33%	-9%
AMA1 RON2 block	4%	-6%	-7%	-6%
HCMV antiviral	54	32	-5	-16
Sm TGR inh	2%	-3%	nt	-2%
